CBFb-RUNX1 inh: inhibitors of human CBF-beta and RUNX1 interaction; Q01196+Q13951; 230,000 tested, under 10 active; Potency, µM (doses to about 59.8 µM), for the others: top-dose activity, negative = inhibition, most hits filed as inhibitors; AID 1477; AlphaScreen CBFb-His/RUNX1-biotin binding, biochemical; note: % of control where 0% means no effect
Target sequence (Q01196 whole entry, looked up): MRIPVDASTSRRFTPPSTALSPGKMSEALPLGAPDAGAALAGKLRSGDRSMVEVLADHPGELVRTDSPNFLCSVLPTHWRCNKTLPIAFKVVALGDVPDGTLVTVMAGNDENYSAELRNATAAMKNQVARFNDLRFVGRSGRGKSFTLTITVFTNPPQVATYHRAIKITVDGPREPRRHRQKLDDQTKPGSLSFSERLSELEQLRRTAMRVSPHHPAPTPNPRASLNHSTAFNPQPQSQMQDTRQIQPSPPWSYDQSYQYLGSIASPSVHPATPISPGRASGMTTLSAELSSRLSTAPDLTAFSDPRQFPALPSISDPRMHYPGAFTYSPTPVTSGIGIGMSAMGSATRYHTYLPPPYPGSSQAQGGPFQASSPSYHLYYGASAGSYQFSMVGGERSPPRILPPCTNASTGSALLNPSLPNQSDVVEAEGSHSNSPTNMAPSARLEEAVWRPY
Target sequence (Q13951 whole entry, looked up): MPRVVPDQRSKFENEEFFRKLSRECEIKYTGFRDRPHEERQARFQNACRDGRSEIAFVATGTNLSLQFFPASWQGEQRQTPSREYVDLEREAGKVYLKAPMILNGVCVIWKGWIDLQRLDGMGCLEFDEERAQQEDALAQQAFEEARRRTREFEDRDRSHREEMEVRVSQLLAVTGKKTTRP
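Proteins preincubated together for 20 min at RT before compound addition; 15 min later, nickel and streptavidin beads were added and left 90 min prior to AlphaScreen measurement.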
Lamin A splicing: LMNA splicing modulation | Potency, µM (doses to about 46.1 µM), without a hit: top-dose ratio change, negative = inhibition, most hits filed as inhibitors | 200,000 compounds, 0.01% hits | AID 1487 | HeLa LMNA splicing GFP/RFP minigene ratio, 48 h; active = well fitted inhibition curve with a large enough effect in the signal ratio, with a control signal flat, not every such curve was filed as active; inconclusive = small, poorly fitted or top-dose-only effect, or effect the other way, or a change in a side signal; the % refers to the signal ratio; note: potency is the fitted concentration of half-maximal effect; % is set by controls: 0 for no effect and ±100 for the full control effect
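Read-out is the ratio of GFP to DsRed2 object intensity, acquired by 488 nm laser-scanning cytometry on HeLa lamin A-EGFP minigene reporter cells. Compound incubation 48 hrs at 37 °C in Opti-MEM with 2% FBS; DMSO 0.5% final.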
SMN2 splice enh: increases expression of the SMN2 splice variant. Potency, µM (top dose mostly 46.1 µM), inactives show at the top dose activity change, positive = activation, hits mostly activators. HEK293 SMN2-luciferase splicing reporter, luminescence, 30-36 h. 210,000 compounds, 2.8% hits; note: potency is the fitted concentration of half-maximal effect; % of control where 0% means no effect; nearly all actives have a fitted effect of over 55% in size
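HEK293 cells carry an SMN2 minigene-luciferase reporter in which exon 7 inclusion puts luciferase in frame. Cells were seeded at 2000 cells/well, attached for 10-12 hours, then exposed to compounds for 30-36 hours at 37C before ONE-Glo luminescence.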
IMPase Li cell: cell-permeable IMPase inhibitors with lithium potentiation; CHO-M1 cells, IP1 TR-FRET (IP-One), carbachol + lithium; Potency, µM (highest dose often 59.4 µM), for inactives: top-dose activity, negative = IMPase inhibition, most hits filed as inhibitors; 210,000 compounds, 0.35% hits;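 note: IP1 builds up when IMPase is blocked and the TR-FRET signal falls; potency is the fitted concentration of half-maximal effect; plate controls were basal vehicle for no effect and high inhibitor control for full effect; nearly all actives have a fitted effect of over 50% in size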
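Steps: plate 2000 CHO-M1 cells per well and culture 16–30 h; add compound and lithium; incubate 30 min, 37C; add d2-IP1 tracer and Eu cryptate anti-IP1 antibody in lysis buffer; read after 10 min at room temperature.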
HTT aggregate: reduces HttQ103-GFP aggregates in PC12 cells | AID 1688 | Potency, µM (series often up to 46.1 µM), for the others: at the top dose activity change, negative = inhibition, hits mostly inhibitors | PC12 HttQ103-GFP aggregates, Acumen cytometry, 40 h | 220,000 compounds, 1.1% hits; note: potency is the fitted concentration of half-maximal effect; % is set by controls: 0 for no effect and ±100 for the full control effect; nearly all actives have a fitted effect of over 60% in size
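Inducible Q103 Huntingtin exon 1–GFP PC12 line, 1500 cells/well in phenol red free DMEM with 5% equine and 5% calf serum. Tebufenozide 100 nM induced expression; compounds titrated; aggregates quantified by cytometry.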
HTT ATP protect: cytoprotection in Huntington HTT-Q103 PC12 cell model | PC12 HTT-Q103 induced, cytoprotection, ATP luminescence, 40 h | Potency, µM (doses to about 56.4 µM), for the others: cytoprotection (ATP increase), most hits filed as activators | 230,000 compounds, 0.14% hits;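 note: potency is the fitted concentration of half-maximal effect; % of control where 0% means no effect; nearly all actives have a fitted effect of over 45% in size; toxic huntingtin expression switched on by the ecdysone agonist tebufenozide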
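PC12 cells with ecdysone-inducible HTT exon 1 Q103-GFP, induced with 100 nM tebufenozide and co-treated with library compounds in a dose series (1536-well, 1500 cells/well). Cytoprotection read as ATP content by ATPlite luminescence.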
Luc counter: counter-screen: inhibitors of Kinase-Glo firefly luciferase; Q27757; Kinase-Glo luciferase, ATP luminescence, 8 min; Potency, µM (top dose mostly 38.3 µM), for the others: top-dose activity change, negative = inhibition, hits mostly inhibitors; 200,000 compounds, 0.28% hits; note: potency is the fitted concentration of half-maximal effect; % is set by controls: 0 for no effect and ±100 for the full control effect; nearly all actives have a fitted effect of over 60% in size
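Substrate mix (final 50 mM imidazole pH 7.2, 50 mM KCl, 7 mM MgCl2, 10 uM ATP, 0.01% Tween 20, 0.05% BSA) plus pin-tool compound, then Kinase-Glo detection mix; 8 min ambient, luminescence read.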
Active calls of the source: *; ? = inconclusive; . = not tested or not shown; [ ] = dose if it differs, or a comment. Unless noted, calls come from the whole dose curve; as a rule, active = well fitted curve in the direction sought with a large enough effect; inconclusive = small, poorly fitted or top-dose-only effect, or another doubt; inactive = no such curve, though single readings can be large; an effect the other way counts as inactive or inconclusive.

SMILES	CBFb-RUNX1 inh	Lamin A splicing	SMN2 splice enh	IMPase Li cell	HTT aggregate	HTT ATP protect	Luc counter
COc1cc([N+](=O)[O-])cc(/C=N/NC(=O)c2ccc(C)nc2)c1O	?	-18%	-12%	9%	?	5%[10 µM]	-5%
CC1(C)CC(=O)/C(=C(/O)CCCN2C(=O)c3ccccc3C2=O)C(=NC(C)(C)C)C1	8%	11%[9.22 µM]	-6%	3%	11%	-42%[inhibitor]	1%
COc1ccc(C2/C(=C(/O)c3ccccc3)C(=O)C(=O)N2C)cc1 (configuration not stated)	2%	8%	11%	1%[38.3 µM]	-4%	-1%[1.9 µM]	-1%
Cc1ccc(C(=O)NCc2ccco2)cc1[N+](=O)[O-]	12%	-10%	-10%	-9%	-2%	8%[10 µM]	4%
O=C(NCc1ccc(Cl)cc1Cl)C1CCN(S(=O)(=O)c2ccc3c(c2)OCCCO3)CC1	-4%	?	-38%[inhibitor]	3%	-17%	-12%[10 µM]	5%
Cc1ccc(C(=O)CN2C(=O)c3ccccc3S2(=O)=O)cc1	2%	.	.	.	2%[9.22 µM]	-60%[inhibitor][10 µM]	.
O=S(=O)(c1ccccc1Cl)N1CCC(O)(c2ccc3c(c2)OCO3)CC1	1%	?	1%	4%[38.3 µM]	?	9%[10 µM]	-1%
CCOc1ccccc1Nc1nnc(SCC(=O)Nc2cc(C)on2)s1	-4%	?	8%	9%[38.3 µM]	-10%	-14%	-5%
O=c1c2cccc(Cl)c2nc2n1Cc1ccccc1-2	15%	.	.	.	-1%[9.22 µM]	-2%[10 µM]	.
CCOC(=O)N/N=C(\CCC(=O)O)c1cccs1	2%	.	.	.	3%[9.22 µM]	3%[10 µM]	.
CC(=O)N1CCN(CC(=O)Nc2ccccc2Sc2ccc(Cl)cc2)CC1	3%	?	-5%	27%	-2%	28%[1.9 µM]	4%
Cc1ccc(OCc2nc3c4c(ncn3n2)-c2ccccc2CC42CCCC2)cc1	2%	?	-23%	3%	-8%	11%[10 µM]	2%
Cc1cc(C)nc(-n2nc(C)c3c(=O)[nH]c(C(F)(F)F)nc32)n1	-2%	1%	16%	-16%[38.3 µM]	-3%	4%[10 µM]	2%
Cc1ccc(S(=O)(=O)CCC(=O)OCC(=O)NCc2ccc(Cl)cc2)cc1	-2%	?	3%	-2%	-8%	-16%[10 µM]	-2%
CCS(=O)(=O)N1CCN(c2cc3c(cc2[N+](=O)[O-])n(C)c(=O)n3C)CC1	-4%	17%[46 µM]	-57%[inhibitor]	1%	-13%	-21%	3%
COc1ccc(OCc2nnc(SCc3ccc(C(=O)O)cc3)o2)cc1	4%	.	.	6%	4%[9.22 µM]	-19%[10 µM]	-6%
CCCCn1cnc2c(cnn2-c2ccc(Cl)cc2)c1=O	4%	-1%	-27%	9%	-13%	-6%[1.9 µM]	-4%
O=C(CSc1ncnc2c1oc1ccccc12)NC1CCCCC1	-2%	-17%	-37%[inhibitor]	11µM*	7%	-8%	7%
Cc1[nH]c2ccc(-c3nnc(SCC(=O)c4ccc(F)cc4)o3)cc2c1C	2%	4%	-21%	-1%[38.3 µM]	8%	-26%[10 µM]	-2%
CCCS(=O)(=O)c1csc(C(=O)OC)c1N	5%	.	.	.	-30%[9.22 µM]	-9%[10 µM]	.
CCCC(=O)Nc1ccccc1NC(=O)CN(C)S(=O)(=O)c1ccc(C)cc1	10%	-8%	-3%	0%	11%	19%[10 µM]	1%
CC1(C)CC(=O)C(C(C2=C(O)CC(C)(C)CC2=O)c2ccc(O)c([N+](=O)[O-])c2)=C(O)C1	-8%	?	4%	5%	2%[9.22 µM]	8%[10 µM]	-5%
CNc1nc(C)c(C#N)c(-c2ccccc2)c1C(C)=O	3%	4%	-8%	25%[38.3 µM]	?	13%	2%
CCNC(=S)N(Cc1ccco1)Cc1cc2cc(OCC)ccc2[nH]c1=O	-2%	.	-23%	20%	.	.	-1%
CCOC(=O)c1c(NC(=O)CCl)sc(C(=O)N(CC)CC)c1C	2%	?	-9%	11%[38.3 µM]	-15%	-10%	-3%
O=C1c2cccnc2C(Nc2ccccc2)N1Cc1ccco1 (configuration not stated)	-2%	10%	-2%	23%[38.3 µM]	3%	-20%	0%
COC(=O)c1nc(NC(=O)C(C)C)n[nH]1	0%	?	-5%	4%[38.3 µM]	-4%	-10%[10 µM]	-1%
Cc1nnc(N(Cc2ccccc2)C(=O)c2cnccn2)s1	3%	2%	-4%	5%[38.3 µM]	-5%	-12%[10 µM]	1%
C[C@]12CC[C@@H]3c4ccc(O)cc4CC[C@H]3[C@@H]1C[C@@H](O)[C@@H]2O	7%	10%	-7%	1%	2%	.	0%
COC(=O)[C@H](CCSC)NC(=O)Nc1ccc(C)cc1	1%	6%	.	.	13%	2%	.
CS(=O)(=O)N(CC(=O)N1CCCC1)c1cc(Cl)c(Cl)cc1Cl	-1%	5%	-9%	-7%[38.3 µM]	-16%	4%[10 µM]	0%
O=C(Nc1ccc(NC(=O)c2sc3ccccc3c2Cl)cc1)c1ccco1	5%	4%	-7%	?	-3%	-2%[10 µM]	2%
CCCCn1c(=N)n(CC(=O)c2ccc(OC)cc2)c2ccccc21	-2%	.	.	.	-15%[9.22 µM]	-2%[10 µM]	.
CCOc1c(Br)cc(CNc2ccc3c(c2)OCCO3)cc1OC	-29%	-9%	-35%[inhibitor]	37%[activator][38.3 µM]	-20%	-91%[inhibitor]	1%
Cc1cccc(C(=O)NCc2nnc3c4ccccc4c(-c4ccccc4)nn23)c1	4%	-11%	-28%	9%	0%	21%[10 µM]	-2%
CCOC(=O)c1ccc(NS(=O)(=O)CC)cc1	2%	-12%	4%	-1%[38.3 µM]	-6%	-17%	3%
Brc1ccc(-c2nnc(Cc3ccccc3)o2)cc1	10%	.	.	.	17%[9.22 µM]	6%[10 µM]	.
CC(C)=NN/C(N)=N/C(=S)Nc1ccc(C)cc1	6%	-4%	17%	-2%	1%	19%[10 µM]	-1%
CC1(C)Cc2nc3oc4c(NCCCN5CCOCC5)ncnc4c3cc2CO1	11%	.	.	.	1%[9.22 µM]	10%[10 µM]	.
c1ccc(CN2CCN(C3=Nc4cccc5cccc3c45)CC2)cc1	-15%	?	9%	62%[activator][38.3 µM]	14%	-54%[inhibitor]	14%
O=C(Nc1ccc([N+](=O)[O-])cc1)c1cn(-c2ccccc2)nc1-c1cc2ccccc2o1	5%	-10%	2%	9%	14%	11%[10 µM]	3%
CN(C)S(=O)(=O)c1ccc(C(=O)NCc2ccc3[nH]c4c(c3c2)CCCC4)cc1	-7%[2.36 µM]	?	-21%	?	8%	.	-1%
COc1ccccc1N(CN1CCCC1=O)C(=O)c1c(F)cccc1F	7%	-1%	-12%	-5%[38.3 µM]	-13%	-19%[0.074 µM]	-1%
CCOC(=O)Cc1csc(NC(=O)CSc2nnc(C)n2C)n1	7%	5%	?	16%[38.3 µM]	-8%	-16%[10 µM]	-2%
Cc1[nH]c2ccccc2c1C(=O)CN1C(=O)C(=O)N(Cc2ccco2)C1=O	-15%	-9%[46 µM]	8%	5%	?	-15%	2%
Cc1ccc(S(=O)(=O)Nc2ccc(N=Nc3ccc(O)cc3)cc2)cc1	-5%	?	16%	7%	?	15%[10 µM]	-3%
C=C(C)CSc1nc2ccccc2c(=O)n1-c1c(C)n(C)n(-c2ccccc2)c1=O	3%	5%[46 µM]	12%	13%	13%	-16%[10 µM]	3%
CCCCC(CC)C(=O)Nc1ccccc1C(=O)NC(C)C (configuration not stated)	2%	-6%	-26%	20%[38.3 µM]	-16%	10%	-3%
CCCNc1ccc(S(=O)(=O)N(C(C)C)C(C)C)cn1	9%	?	-2%	0%	8%	9%[0.074 µM]	1%
COc1ccc(-n2c(C)nc3cc(C(=O)NCc4ccc5c(c4)OCO5)ccc32)cc1	6%	1%	?	0%	-9%	6%[10 µM]	0%
CCOC(=O)c1c(NC(=O)c2ccc(Cl)cc2)csc1C	-8%	-3%	-16%	5%	1%	3%[10 µM]	1%
O=[N+]([O-])c1ccc(Sc2ccccn2)nc1	-2%	.	.	.	18%[9.22 µM]	17%[10 µM]	.
O=C1C2C(C(=O)N1/N=C/c1ccc([N+](=O)[O-])o1)C1C=CC2C12CC2 (configuration not stated)	2%	?	3%	-2%	-4%	-14%[10 µM]	-3%
NS(=O)(=O)c1ccc(NC(=S)NCc2ccc(Cl)cc2)cc1	2%	10%	3%	4%[38.3 µM]	5%	9%	2%
COc1ccc(CNC(=O)C(c2ccco2)N(C(=O)c2csnn2)c2cccc(C)c2C)cc1 (configuration not stated)	-2%	-13%	-23%	18%	3%	-15%[10 µM]	2%
O=S(=O)(NCCOCC(F)(F)F)c1ccc2oc3ccccc3c2c1	10%	-5%	-38%[inhibitor]	3%[38.3 µM]	?	-26%	-1%
CCS(=O)(=O)N1N=C(c2ccc(NS(C)(=O)=O)cc2)CC1c1ccccc1 (configuration not stated)	10%	0%	9%	-4%	-2%	1%[10 µM]	-5%
Cc1n[nH]c(C)c1CCN(C)Cc1cn(C)nc1-c1ccc2c(c1)OCCO2	-6%	.	.	0%	29%[9.22 µM]	22%[10 µM]	-5%
CCn1c(NC(=O)c2ccccc2)nc2ccccc21	-1%	.	.	.	9%[9.22 µM]	0%[10 µM]	.
Cc1cnc(NC(=O)CN2CCN(c3ccccc3F)CC2)s1	-4%	5%	-3%	2%	-1%	14%[10 µM]	0%
O=c1c2ccccc2c(C=NC2CCS(=O)(=O)C2)c(O)n1-c1ccccc1 (configuration not stated)	1%	6%	-11%	?	-2%	-12%[0.074 µM]	-4%
Cn1ncc2c(=O)n(CC(=O)NC34CC5CC(CC(C5)C3)C4)cnc21	7%	2%	-1%	18%[38.3 µM]	-3%	3%	16%
CCCCNS(=O)(=O)c1ccc(OC)c(Cl)c1Cl	10%	0%	-16%	7%[38.3 µM]	2%	-6%	-4%

Ordered by the number under HTT aggregate (low to high): three from the list above.
molecule	CBFb-RUNX1 inh	Lamin A splicing	IMPase Li cell	HTT aggregate
CCS(=O)(=O)N1CCN(c2cc3c(cc2[N+](=O)[O-])n(C)c(=O)n3C)CC1	-4%	17%[46 µM]	1%	-13%
COc1ccc(-n2c(C)nc3cc(C(=O)NCc4ccc5c(c4)OCO5)ccc32)cc1	6%	1%	0%	-9%
C=C(C)CSc1nc2ccccc2c(=O)n1-c1c(C)n(C)n(-c2ccccc2)c1=O	3%	5%[46 µM]	13%	13%
